Assay outcomes deposited in PubChem by National Center for Advancing Translational Sciences (NCATS).
AmpC inh detg = qHTS Inhibitors of AmpC Beta-Lactamase (assay with detergent); 370,000 tested, 0.041% active; AmpC hydrolysis of nitrocefin, absorbance 480 nm, 0.01% Triton; Potency, µM (top dose mostly 114 µM), for the others: at the top dose activity change, negative = inhibition, usual class: inhibitors;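 note: potency is the fitted concentration of half-maximal effect; 0% = no-compound wells and -100% = no-enzyme wells; nearly all actives have a fitted effect of over 25% in size; some results filed as inactive show a strong effect at the top dose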
Target sequence (P00811 whole entry, looked up): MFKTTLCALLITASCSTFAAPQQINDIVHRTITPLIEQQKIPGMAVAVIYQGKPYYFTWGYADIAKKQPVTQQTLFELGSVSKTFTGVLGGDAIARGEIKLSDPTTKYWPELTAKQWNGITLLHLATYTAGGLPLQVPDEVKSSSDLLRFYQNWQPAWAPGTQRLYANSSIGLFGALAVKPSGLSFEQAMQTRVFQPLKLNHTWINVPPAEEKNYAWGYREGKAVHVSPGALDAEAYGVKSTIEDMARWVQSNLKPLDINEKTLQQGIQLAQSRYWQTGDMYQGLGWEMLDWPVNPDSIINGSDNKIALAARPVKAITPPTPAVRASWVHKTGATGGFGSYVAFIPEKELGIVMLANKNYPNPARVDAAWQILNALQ
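20 mM phosphate pH 7.0 + 0.01% (detergent screen) or 0.0001% Triton X-100; 5.3 nM AmpC reagent; cpd preinc 15 min RT; nitrocefin (800 uM stock) to start; A480 q20 s × 4 min; Activity was normalised to no-enzyme and no-compound control wells.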
AMA1 RON2 block = qHTS for Inhibitors of AMA1-RON; Towards Development of Antimalarial Drug Lead: Primary Screen; AlphaScreen AMA1-biotinylated RON2 peptide binding; Potency, µM (highest dose often 58.2 µM), for inactives: at the top dose activity change, negative = inhibition, usual class: inhibitors; 360,000 tested, 0.2% active;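 note: potency is the fitted concentration of half-maximal effect; 0% = vehicle wells and -100% = peptide control; nearly all actives have a fitted effect of over 45% in size; some results filed as inactive show a strong effect at the top dose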
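AMA1 (3D7) with his tag at 25 nM final met compounds first, then biotinylated RON2 peptide at 25 nM; detection used donor plus acceptor beads, 10 µg/mL apiece, read by AlphaScreen after 30 min at room temperature.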
Shiga inhibitor = A qHTS for Small Molecule Inhibitors of Shiga Toxin; inhibition, % at 38.7 µM; 290,000 tested, 9.2% active; Vero cells, Shiga toxin protein synthesis inhibition reporter; in the data active = inhibition mostly above about 28%, no sharp cut-off; inactive = mostly below about 43%; note: 0% is about no effect
CHX counter = Cycloheximide Counterscreen for Small Molecule Inhibitors of Shiga Toxin; max response, %; 300,000 tested, 12% active; cell reporter, cycloheximide protein synthesis inhibition counterscreen; in the data active = max response mostly above about 13%, no sharp cut-off; inactive = mostly below about 14%; note: read at 38.3 µM for the half of the compounds with a filed dose; 0% is about no effect
AmpC no deterg = qHTS Inhibitors of AmpC Beta-Lactamase (assay without detergent). 330,000 tested, 0.52% active. AmpC nitrocefin hydrolysis, absorbance 480 nm, 0.0001% Triton. AID 485341, 2010. P00811. Potency, µM (top dose mostly 57.1 µM), for inactives: top-dose activity change, negative = inhibition, actives largely listed as inhibitors;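 note: potency is the fitted concentration of half-maximal effect; plate controls were no compound for no effect and no enzyme for full effect; nearly all actives have a fitted effect of over 20% in size; some results filed as inactive show a strong effect at the top dose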
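AmpC (5.3 nM in the dispensed reagent) in 20 mM phosphate pH 7.0 with 0.01% (detergent screen) or 0.0001% Triton X-100 was preincubated with compounds for 15 min at room temperature. Nitrocefin was then added from an 800 uM solution, and hydrolysis was followed at 480 nm.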
HCMV antiviral = qHTS Assay for inhibitors of the human cytomegalovirus (HCMV); HFF cells, HCMV-luciferase reporter, 72 h; hits give low values; activity change, negative = inhibition, % at 57.5 µM; 410,000 tested, 4.5% active; in the data active = activity change below about -60%; inconclusive = no clear call, values can overlap the other calls; inactive = above about -39%; note: % is set by controls: 0 for no effect and ±100 for the full control effect
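Luciferase read-out from HCMV-luciferase-infected HFFs (MOI 1 PFU/cell) 72 h post infection at 37C; compounds added after 16 h cell attachment; activity normalized between buffer-only basal and Salinomycin (10uM) inhibitor controls.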
FBPA Giardia inh = qHTS Assay for Inhibitors of Fructose-1,6-bisphosphate Aldolase from Giardia Lamblia; purified Giardia FBPA; AID 2451, 2010; A8B2U2; 290,000 tested, 0.71% active; Potency, µM (titrated, usually from 59.6 µM), without a hit: at the highest dose activity, negative = inhibition, usual class: inhibitors; note: potency is the fitted concentration of half-maximal effect; % is set by controls: 0 for no effect and ±100 for the full control effect; nearly all actives have a fitted effect of over 55% in size
Target sequence (A8B2U2 whole entry, looked up): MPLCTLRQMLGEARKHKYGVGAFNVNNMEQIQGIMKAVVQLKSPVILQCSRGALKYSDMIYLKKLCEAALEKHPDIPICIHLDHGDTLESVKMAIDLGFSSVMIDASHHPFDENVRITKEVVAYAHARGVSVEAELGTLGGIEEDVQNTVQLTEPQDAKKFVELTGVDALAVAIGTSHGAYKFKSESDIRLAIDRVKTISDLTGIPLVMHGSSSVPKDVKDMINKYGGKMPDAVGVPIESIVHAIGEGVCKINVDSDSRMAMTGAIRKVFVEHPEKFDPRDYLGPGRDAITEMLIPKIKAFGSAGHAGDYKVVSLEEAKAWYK
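40 nM FBPA preincubated 10 min at RT with compound (up to 57.5 uM final), then substrate plus GAPDH/TPI/NAD/arsenate coupling and diaphorase/resazurin added. Fluorescence read after 20 min at RT, 525/598 nm.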
Active calls of the source: *; ? = inconclusive; nt = not tested or not shown; [ ] = dose if it differs, or a comment. Unless noted, calls come from the whole dose curve; as a rule, active = well fitted curve in the direction sought with a large enough effect; inconclusive = small, poorly fitted or top-dose-only effect, or another doubt; inactive = no such curve, though single readings can be large; an effect the other way counts as inactive or inconclusive.

SMILES | AmpC inh detg | AMA1 RON2 block | Shiga inhibitor | CHX counter | AmpC no deterg | HCMV antiviral | FBPA Giardia inh
O=C(NC(=S)Nc1ccc(S(=O)(=O)N2CCOCC2)cc1)c1ccccc1[N+](=O)[O-] | 6% | 70%[activator] | 18 | 7 | -17% | 15 | -23%
CS(=O)(=O)N(CC(=O)NCc1ccco1)c1ccc(Cl)c(C(F)(F)F)c1 | -3% | -8% | 10 | 12 | 22% | -5 | 0%
CC(OC(=O)c1ccc(S(=O)(=O)N2CCCCC2)cc1)C(=O)Nc1ccc(C(N)=O)cc1 (stereo not given) | 0% | -9% | nt | nt | -1% | 23 | nt
COc1ccc(-c2nn(-c3ccccc3)cc2C(=O)Nc2nccs2)cc1OC | -8% | -1% | 13 | -1 | 72%[activator] | ? | -18%
COc1cccc(/C=C/C(=O)NCCc2ccc(OC)c(OC)c2)c1 | 7% | 0% | 7 | 10 | -9% | 26 | 2%
O=C(N/N=C/c1cccc(Cl)c1)C1CCCC1 | 1% | -1% | 54* | 35* | -20% | 33 | nt
Cc1occc1C(=O)NNC(=O)CN1C(=O)NC(C)(c2ccccc2)C1=O (stereo not given) | -8% | 9% | nt | nt | -15% | -10 | nt
NC(=NC(=O)c1ccc(OCC(F)(F)F)nc1)c1ccc(Cl)cc1 | 1% | 22% | -1 | 6 | 5% | -25 | -5%
C#CC1(NC(=O)NCCCC)CCCCC1 | -1% | 18% | 9 | -1 | -6% | 25 | 0%
COC(=O)c1noc(C)c1-c1ccnn1C(=O)c1ccc(C)cc1 | -9% | 36%[activator] | -5 | 1 | -10% | 17 | 6%
CCn1c(SCC(=O)N2CCCC2)nc2c(c1=O)SC(C)C2 (stereo not given) | ? | -4% | -9 | -2 | -11% | 15 | 5%
COc1cc(C(=S)N2CCOCC2)ccc1OC(=O)c1ccccc1C | -6% | -2% | -5 | 3 | 93%[activator] | 11 | 18%
O=C(COC(=O)c1ccc(Cl)nc1)NCc1ccc(F)cc1 | nt | 14% | nt | nt | -16% | -15 | nt
Nc1ccc(C(=O)N2CCN(S(=O)(=O)c3ccc(Cl)s3)CC2)cc1[N+](=O)[O-] | 8% | 0% | nt | nt | -21% | -31 | nt
c1ccc2c(c1)CNc1ccccc1O2 | -12% | -1% | -2 | 10 | 2% | -2 | -6%
CCOc1ccc(CCNC(=O)COC(=O)CCS(=O)(=O)c2ccc(C)cc2)cc1OCC | -15% | 1% | nt | nt | 98%[activator] | 56 | nt
CSc1nc2nc3c(cc2c(=O)[nH]1)C(O)Oc1ccc(C)cc1-3 (stereo not given) | -5% | -3% | -10 | -3 | -12% | -5 | 10%
Cc1ccc(-n2c(C)nnc2SCC(=O)N(C)C2CCS(=O)(=O)C2)cc1 (stereo not given) | -3% | -7% | nt | nt | -12% | -18 | nt
CCOc1ccc(OCc2ccc(C(=O)NC(C)C)o2)cc1 | -11% | 0% | 43* | 40* | 28% | 26 | 6%
Brc1cccc(OCCN2CCc3ccccc3C2)c1 | -6% | 24% | -7 | 6 | -1% | 42 | ?

A draw from above in order of number of heavy atoms, largest number first:
SMILES | AmpC inh detg | AMA1 RON2 block | Shiga inhibitor | CHX counter | AmpC no deterg | HCMV antiviral | FBPA Giardia inh
CCOc1ccc(CCNC(=O)COC(=O)CCS(=O)(=O)c2ccc(C)cc2)cc1OCC | -15% | 1% | nt | nt | 98%[activator] | 56 | nt
CC(OC(=O)c1ccc(S(=O)(=O)N2CCCCC2)cc1)C(=O)Nc1ccc(C(N)=O)cc1 (stereo not given) | 0% | -9% | nt | nt | -1% | 23 | nt
O=C(NC(=S)Nc1ccc(S(=O)(=O)N2CCOCC2)cc1)c1ccccc1[N+](=O)[O-] | 6% | 70%[activator] | 18 | 7 | -17% | 15 | -23%
COc1ccc(-c2nn(-c3ccccc3)cc2C(=O)Nc2nccs2)cc1OC | -8% | -1% | 13 | -1 | 72%[activator] | ? | -18%
Nc1ccc(C(=O)N2CCN(S(=O)(=O)c3ccc(Cl)s3)CC2)cc1[N+](=O)[O-] | 8% | 0% | nt | nt | -21% | -31 | nt
CS(=O)(=O)N(CC(=O)NCc1ccco1)c1ccc(Cl)c(C(F)(F)F)c1 | -3% | -8% | 10 | 12 | 22% | -5 | 0%
NC(=NC(=O)c1ccc(OCC(F)(F)F)nc1)c1ccc(Cl)cc1 | 1% | 22% | -1 | 6 | 5% | -25 | -5%
CSc1nc2nc3c(cc2c(=O)[nH]1)C(O)Oc1ccc(C)cc1-3 (stereo not given) | -5% | -3% | -10 | -3 | -12% | -5 | 10%
CCn1c(SCC(=O)N2CCCC2)nc2c(c1=O)SC(C)C2 (stereo not given) | ? | -4% | -9 | -2 | -11% | 15 | 5%
Brc1cccc(OCCN2CCc3ccccc3C2)c1 | -6% | 24% | -7 | 6 | -1% | 42 | ?
c1ccc2c(c1)CNc1ccccc1O2 | -12% | -1% | -2 | 10 | 2% | -2 | -6%

Next section
SMILES | AmpC inh detg | AMA1 RON2 block | Shiga inhibitor | CHX counter | AmpC no deterg | HCMV antiviral | FBPA Giardia inh
CCOC(=O)N1CCN(CC(=O)c2ccc3c(c2)CCN3)CC1 | -13% | 10% | -7 | 1 | 6% | -3 | 5%
Cc1cc(/C=N/NC(=O)CC#N)c(C)n1-c1ccc([N+](=O)[O-])cc1 | -6% | 120%[activator] | -8 | -1 | -11% | -91* | -9%
COc1cccc(N2CCN(C(=S)Nc3ccccc3OC)CC2)c1 | -11% | -4% | nt | -2 | -19% | 2 | -2%
COc1ccc(NC(=O)CN(c2ccccc2F)S(=O)(=O)c2ccc(C)cc2)c(OC)c1 | -14% | -1% | -8 | -1 | 10% | -31 | 1%
Cc1ccc(OCc2nnc(SCC(=O)Nc3ccc(N4CCOCC4)cc3)o2)cc1 | 3% | 1% | -2 | -6 | -6% | -1 | 4%
COc1cc(OC)cc(C(=O)N[C@H](C(=O)OCC(=O)c2ccc(C)c([N+](=O)[O-])c2)C(C)C)c1 | nt | -22% | nt | nt | -15% | -11 | nt
O=C(Nc1ccc2c(c1)OCO2)N1CCN(C/C=C/c2ccccc2)CC1 | 1% | -10% | 21 | 6 | 39% | -21 | 0%
CC(=O)C1=C(Nc2ccc(C)cc2)CC(C)(O)C(C(C)=O)C1c1ccco1 (stereo not given) | 3% | -6% | -8 | -1 | -18% | -13 | 8%
C=CCOc1ccc(/C=C2\SC(N3CCCCC3)=NC2=O)cc1 | -14% | -5% | 9 | -3 | -28% | 28 | 2%
COc1ccc(NC(=O)CSc2ccc3nnc(-c4ccccn4)n3n2)cc1 | 3% | -12% | -19 | 10 | 4% | -21 | nt
O=C(O)CC(c1cccc(Cl)c1)n1cccc1 (stereo not given) | -2% | -14% | -13 | -4 | -20% | -12 | 5%
O=[N+]([O-])c1ncn(Cc2ccccc2Cl)n1 | -4% | 6% | -2 | -5 | -15% | 33 | -5%
O=C(N/N=C\c1coc2ccccc2c1=O)c1ccco1 | -12% | 6% | 16 | 14 | -26% | -7 | -4%
COc1cc2c(cc1OC)CN(C(=S)Nc1ccc(Cl)cc1)CC2 | -1% | -13% | 1 | -4 | -7% | -17 | 2%
O=C(CSc1nc2ccccc2nc1SCC(=O)N1CCOCC1)N1CCOCC1 | 0% | 0% | -11 | -2 | 13% | -37 | -5%
CC(C)Cc1cc(C(=O)N2CCCC(CO)(Cc3ccc(F)cc3F)C2)n[nH]1 (stereo not given) | 0% | 8% | -11 | 7 | 66%[activator] | -23 | 0%
COc1ccccc1NC(=O)C(C)OC(=O)CC1CCCC1 (stereo not given) | 3% | 17% | -16 | 1 | -1% | -37 | nt
C/C(=N\NC1=NCCN1)c1ccc(Cl)cc1 | -2% | 0% | 14 | 1 | -16% | 5 | -4%
CCOc1cccc(CNn2cnnc2)c1OCc1ccccc1Cl | -13% | -3% | -18 | 1 | 26% | -22 | 0%
CCCCSc1nnc(CNC(=O)C23CC4CC(CC(C4)C2)C3)n1Cc1ccccc1 | -9% | -1% | 13 | -4 | 96%[activator] | 29 | 8%
O=[N+]([O-])c1cc(S(=O)(=O)N2CCCCCC2)ccc1Cl | 2% | -11% | -10 | 0 | -31% | ? | 1%
Cc1cc(NC(=O)CC(C)C)c(=O)n(Cc2cccc(F)c2)c1 | -2% | 7% | nt | 6 | -22% | 0 | ?
O=C(C1CC1)N1CCN=C1SCc1ccccc1Cl | -11% | 28% | -3 | -8 | 1% | 5 | 2%
COc1ccc(-n2ccn3c(CCC(=O)N4CCN(c5cccc(C)c5C)CC4)nnc3c2=O)cc1 | 4% | 18% | 14 | 11 | 17% | ? | nt
COc1cccc2sc(Nc3nc(-c4cc5ccccc5oc4=O)cs3)nc12 | -5% | 35%[activator] | 17 | 9 | -17% | ? | -11%
CCOP(=O)(OCC)C(NC(=O)NC)C(N)=O (stereo not given) | 1% | 14% | 11 | 15 | -17% | 45 | 3%
O=c1[nH]c2ccccc2nc1/C=C(\O)C(F)F | 8% | 6% | 31 | 6 | -50% | -33 | 0%
CSCCC(NC(=O)c1ccc(Cl)cc1Cl)C(=O)OCC(N)=O (stereo not given) | -1% | 0% | 2 | -3 | -15% | -34 | 4%
Cc1cc(C(=O)OCC(=O)Nc2cccnc2Cl)c2ccccc2n1 | -8% | 1% | -12 | 7 | -24% | -32 | -5%
CCCn1c(CN2CCN(C(=O)c3ccco3)CC2)nc2cc(S(=O)(=O)N(C)C)ccc21 | -11% | 23% | nt | nt | 173%[activator] | 1 | nt
Cc1cc(C)c(S(=O)(=O)N(C)CC(=O)NCc2cccnc2)c(C)c1 | -1% | 29% | -4 | -3 | 2% | -28 | 3%
Cc1ccc(S(=O)(=O)NC(=O)Nc2cc(C)on2)cc1 | ? | 39%[activator] | -6 | 1 | -16% | -12 | 2%
Cc1ccc(CCNC(=O)C2CC(c3cccc(F)c3)=NO2)cc1 (stereo not given) | -6% | 0% | 27 | 4 | 13% | -28 | 14%
N#C/C=C/N1CCN(Cc2ccc3c(c2)OCO3)CC1 | 2% | 13% | -7 | -4 | -3% | -38 | -13%
O=C(Nc1ccc(S(=O)(=O)NCCc2ccccc2)cc1)c1ccc(Br)o1 | 4% | 9% | -6 | -1 | -34% | ? | -6%
Cc1ccc(S(=O)(=O)NCC(c2ccco2)S(=O)(=O)c2ccccc2)cc1 (stereo not given) | ? | -9% | nt | nt | -10% | 17 | nt
Cc1ccc(N2C(=O)CC(C)(C)CC2=O)cc1Cl | -10% | -1% | -2 | -1 | -15% | 5 | -7%
